Integrin act MD = activators of alpha7 integrin expression for muscular dystrophy | alpha7betagal myoblasts, beta-gal FDG fluorescence, 48 h | Potency, µM (highest dose often 38.3 µM), for inactives: at the top dose activation, hits mostly activators | 350,000 compounds, 0.064% hits | AID 624291;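 note: potency is the fitted concentration of half-maximal effect; 100% = response of the positive control SU9516; nearly all actives have a fitted effect of over 60% in size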
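alpha7betagal+/- myoblasts (passage 13, 250/well) treated 48 h at 37C with compounds at 1:260 dilution of DMSO stock. Lysed, then beta-galactosidase activity read as FDG fluorescence (ex 480/em 540) after 30 min, with pre-read for autofluorescence.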
Tb PFK inh = blocks T. brucei phosphofructokinase; T. brucei PFK, ADP-Glo luminescence; 330,000 compounds, 0.17% hits; AID 485367; O15648; Potency, µM (titrated, usually from 57.5 µM), without a hit: at the highest dose activity, negative = inhibition, hits mostly inhibitors;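 note: potency is the fitted concentration of half-maximal effect; 0% = uninhibited 1x PFK enzyme wells and -100% = no-enzyme wells; nearly all actives have a fitted effect of over 60% in size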
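1.25 nM PFK with 0.5 mM F6P and 0.1 mM ATP in 0.1 M TEA pH 8.0, 5 mM MgCl2, incubated 45 min at room temperature; ADP measured by ADP-Glo luminescence; compounds titrated up to 57 uM.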
B2AR arrestin = recruits beta-arrestin to the human beta2-adrenergic receptor; P07550; beta-arrestin recruitment to beta2AR, cell-based reporter; Potency, µM (top dose mostly 46.1 µM), without a hit: at the top dose activation, hits mostly activators; 330,000 compounds, 0.02% hits; AID 492947;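 note: potency is the fitted concentration of half-maximal effect; 0% = DMSO controls and full agonism = EC100 isoproterenol or metaproterenol; nearly all actives have a fitted effect of over 65% in size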
Target sequence (P07550 whole entry, looked up): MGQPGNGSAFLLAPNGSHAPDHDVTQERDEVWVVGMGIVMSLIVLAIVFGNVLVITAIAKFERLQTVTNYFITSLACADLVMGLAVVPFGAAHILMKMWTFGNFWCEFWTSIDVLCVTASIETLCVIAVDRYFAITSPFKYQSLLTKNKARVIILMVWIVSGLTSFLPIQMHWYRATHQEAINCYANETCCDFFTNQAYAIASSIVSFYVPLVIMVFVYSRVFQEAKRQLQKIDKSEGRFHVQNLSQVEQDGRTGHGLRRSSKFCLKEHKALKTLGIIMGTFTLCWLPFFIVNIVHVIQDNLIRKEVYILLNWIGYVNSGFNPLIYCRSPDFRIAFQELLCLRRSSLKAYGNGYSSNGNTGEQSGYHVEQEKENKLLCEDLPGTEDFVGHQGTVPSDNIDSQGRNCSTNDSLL
FBPA coupling cs = inhibits coupling enzyme system, counter-screen for aldolase hits; coupling enzyme system counterscreen, AmpLite Red fluorescence; activity change, negative = inhibition, % at 58.2 µM, hits read low; 290,000 compounds, 0.67% hits; AID 2472; in the data active = activity change below about -30%; note: % is set by controls: 0 for no effect and ±100 for the full control effect
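First, compound is pin-transferred into glyceraldehyde-3-phosphate coupling-enzyme reagent at 57.5 uM final and held 10 min at RT. Next, substrate, coupling system and AmpLite Red are added. After 20 min RT, fluorescence (525/598 nm) is read.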
Menin-MLL TR inh = displaces Texas Red mutant MLL peptide from human menin | Menin + Texas Red MLL mutant peptide, fluorescence polarization | Potency, µM (top dose mostly 61.6 µM), for the others: at the top dose FP activity change, negative = inhibition, actives largely listed as inhibitors | 270,000 compounds, 0.23% hits | AID 1768; active = well fitted inhibition curve with a large enough effect in the polarisation, with a control signal flat, not every such curve was filed as active; inconclusive = small, poorly fitted or top-dose-only effect, or effect the other way, or a change in a side signal; inactive = no such curve, though single readings can be large or run the other way; the % refers to the polarisation; note: potency is the fitted concentration of half-maximal effect; % of control where 0% means no effect; many of its hits are not listed in these tables
Target sequence (O00255 whole entry, looked up): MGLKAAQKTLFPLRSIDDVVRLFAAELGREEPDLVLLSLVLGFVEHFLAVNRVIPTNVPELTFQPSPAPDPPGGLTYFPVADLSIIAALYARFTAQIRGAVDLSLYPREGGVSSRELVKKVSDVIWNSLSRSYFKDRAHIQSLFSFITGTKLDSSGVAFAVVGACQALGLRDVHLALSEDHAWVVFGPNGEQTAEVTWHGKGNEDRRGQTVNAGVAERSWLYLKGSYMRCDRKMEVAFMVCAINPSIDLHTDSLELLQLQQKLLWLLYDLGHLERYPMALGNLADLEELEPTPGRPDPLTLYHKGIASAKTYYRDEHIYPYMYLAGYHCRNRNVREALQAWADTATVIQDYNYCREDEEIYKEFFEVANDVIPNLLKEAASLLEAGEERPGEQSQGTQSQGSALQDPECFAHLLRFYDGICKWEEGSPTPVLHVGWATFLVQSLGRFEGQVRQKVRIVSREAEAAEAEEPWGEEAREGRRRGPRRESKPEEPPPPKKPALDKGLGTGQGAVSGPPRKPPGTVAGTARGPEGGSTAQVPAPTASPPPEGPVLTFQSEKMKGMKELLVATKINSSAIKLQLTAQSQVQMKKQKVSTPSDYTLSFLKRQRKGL
PTAP TSG101 blk = blocks PTAP/TSG101 interaction to inhibit HIV-1 budding; Q99816; Fluorescence polarization, FITC-PTAP peptide / Tsg101 binding; Potency, µM (doses to about 115 µM), inactives show at the top dose activity change, negative = inhibition, actives largely listed as inhibitors; 340,000 tested, under 10 active; AID 493005; active = well fitted inhibition curve with a large enough effect in the main read-out, with a control signal flat, not every such curve was filed as active; inconclusive = small, poorly fitted or top-dose-only effect, or effect the other way, or a change in a side signal; inactive = no such curve, though single readings can be large or run the other way; note: potency is the fitted concentration of half-maximal effect; % of control where 0% means no effect
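Compounds were pin-transferred onto Tsg101 binding domain (10 uM final) in HEPES pH 7.5 buffer, then FITC-PTAP peptide was added at 50 nM final. After 20 min at RT, polarization reported peptide displacement across a qHTS concentration series.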
ASM inhibitor = human S-ASM enzyme inhibition; Potency, µM (top dose mostly 57.5 µM), for inactives: top-dose activity change, negative = inhibition, hits mostly inhibitors; P17405; 340,000 compounds, 0.006% hits; AID 504937; placental ASM, HMU-PC fluorogenic substrate, 60 min; note: potency is the fitted concentration of half-maximal effect
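Fluorescence read-out (Ex 386 nm, Em 447 nm) after stopping the reaction at pH 10. Enzyme: ASM from human placenta; substrate HMU-PC0, 9 uM final; 60 min, 37 °C. Compound preincubation 10 min, ambient temperature.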
BCR signal inh = inhibitors of chronic active B-cell receptor signaling; ABC-DLBCL IkBa-CBG/CBR reporter, luminescence ratio, 4 h; Potency, µM (top dose mostly 46.1 µM), inactives show at the highest dose ratio change, negative = lower green/red ratio, most hits filed as inhibitors; 340,000 compounds, 0.05% hits; active = well fitted inhibition curve with a large enough effect in the signal ratio, with a control signal flat, not every such curve was filed as active; inconclusive = small, poorly fitted or top-dose-only effect, or effect the other way, or a change in a side signal; the % refers to the signal ratio;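 note: potency is the fitted concentration of half-maximal effect; plate controls were basal doxycycline-induced cells for no effect and cells given 10 µM MG132 for full effect; MG132 reads +100%, hits lower the ratio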
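Concentration-response series (up to 46 uM) were applied to TMD8 dual-reporter cells for 4 h at 37C with doxycycline. Green/red ratio, after filter-overlap correction, defined %Activity; red signal alone was normalised to basal cells and zero luminescence.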
Giardia killer = Giardia lamblia killing | Giardia lamblia trophozoite viability | activity change, % at 7.66 µM, hits read low | 340,000 compounds, 0.15% hits; in the data active = activity change below about -80%; inconclusive = between about -30% and that limit;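 note: parasites exposed to compound for two days anaerobically before the ATP read; % is set by controls: 0 for no effect and ±100 for the full control effect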
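Luminescence from cellular ATP indicates surviving trophozoites (100 cells/well) following 48 hrs anaerobic compound treatment at 37 deg C; signal develops 15-30 min at room temperature.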
GALK inh = inhibitors of human galactokinase; 270,000 compounds, 0.007% hits; Potency, µM (series often up to 57.5 µM), for inactives: at the top dose activity change, negative = inhibition, actives largely listed as inhibitors; P51570; Purified GALK, Kinase-Glo residual ATP luminescence; note: potency is the fitted concentration of half-maximal effect; % is set by controls: 0 for no effect and ±100 for the full control effect
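Kinase-Glo Plus luminescence measured ATP left after a 1 h room-temperature reaction. The reaction used 5 nM GALK, 100 uM galactose and 35 uM ATP at pH 8.0 (20 mM HEPES, 5 mM MgCl2, 60 mM NaCl, 1 mM DTT, 0.01% BSA).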
PKM2 act = activators of human pyruvate kinase M2; purified PKM2, Kinase-Glo ATP luminescence, activation; response scale: 0% is enzyme alone, no compound; Potency, µM (highest dose often 57.5 µM), without a hit: at the top dose activation, actives largely listed as activators; 260,000 compounds, 0.34% hits; note: potency is the fitted concentration of half-maximal effect; % is set by controls: 0 for no effect and ±100 for the full control effect; nearly all actives have a fitted effect of over 55% in size
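Purified hPK-M2 (>95% pure) converted ADP (0.1 mM final) to ATP with 0.5 mM PEP in 50 mM imidazole pH7.2, KCl, MgCl2, Tween 20, BSA; 1 h at room temperature. ATP detected by Kinase-Glo luminescence.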
Starred values were filed as active, the others as inactive; ? = inconclusive; . = not tested or not shown; [ ] = remark or other dose. Unless noted, calls come from the whole dose curve; as a rule, active = well fitted curve in the direction sought with a large enough effect; inconclusive = small, poorly fitted or top-dose-only effect, or another doubt; inactive = no such curve, though single readings can be large; an effect the other way counts as inactive or inconclusive.

SMILES	Integrin act MD	Tb PFK inh	B2AR arrestin	FBPA coupling cs	Menin-MLL TR inh	PTAP TSG101 blk	ASM inhibitor	BCR signal inh	Giardia killer	GALK inh	PKM2 act
O=C(Nc1ccc(F)cc1F)C1CC(=O)N(Cc2ccccc2)C1 (stereo unspecified)	-6%	-4%	-0.2%	.	.	-3%	-2%	-1%	-19	.	.
CNC(=S)N1CCn2cccc2C1c1cc(OC)c(OC)c(OC)c1 (stereo unspecified)	-2%	1%	-0.2%	0	-1%	-5%	5%	-4%	9	1%	12%
COc1cccc(NC(=O)CSc2nc3c([nH]c4ccccc43)c(=O)n2C)c1	-48%[inhibitor]	1%	-0.7%	3	-22%	-1%	-2%	4%	10	6%	18%
Cc1ccc(N(CC(=O)Nc2ccc3c(c2)OCCO3)S(=O)(=O)c2c(C)noc2C)cc1	-22%	5%	-0.5%	-1	-3%	-4%	-10%	?	-6	3%	0%
CC(C)[C@H](NC(N)=O)C(=O)Nc1ccc(OCc2ccccc2)cc1	19%	-12%	0.3%	3	-19%	-1%	1%	-7%	-2	11%	1%
CCOC(=O)N1CCC(N2CCN(c3ccccc3)CC2)CC1	-37%	-4%	1.9%	0	-9%	9%	2%	2%	0	6%	0%
CN1CCN(c2ccc(S(=O)(=O)N3CCCCC3)cc2NC(=O)Cc2ccccc2F)CC1	-6%	7%	-1.9%	3	1%	-3%	1%	0%	-3	0%	-3%
CCOC(=O)c1nnn(-c2nonc2N)c1-c1cccc2ccccc12	-4%	-1%	0.1%	-2	16%	0%	-7%	?	-19	2%	1%
CC(NC(=O)c1ccc(NC(=O)CC2SC(N3CCCC3)=NC2=O)cc1)c1ccccc1 (stereo unspecified)	-43%	4%	0.0%	.	.	-2%	-1%	1%	-28	.	.
CCN1CCN(c2ccc(S(=O)(=O)N3CCCCC3)cc2NC(=O)COc2ccc(Cl)c(C)c2)CC1	-4%	1%	-0.6%	.	.	0%	0%	1%	14	3%	0%
O=C(NCc1ccccc1)c1cnc(Cl)c(Cl)c1	8%	3%	0.0%	2	18%	-6%	-10%	15%	?	-3%	.
COc1cccc(NC(=O)C(NCC2CCCCC2)c2ccccc2)c1 (stereo unspecified)	-6%	-18%	-0.4%	-10	-10%	-2%	1%	?	-5	4%	-1%
CCn1c(CSc2nccn2C)nc2cc(C(=O)O)ccc21	19%	0%	-0.2%	-36*	?	-23%	17%	0%	-2	2%	-5%
O=C(O)c1c2c(nc3ccc(S(=O)(=O)N4CCC(C(=O)NCc5ccc(Cl)cc5)CC4)cc13)CCCC2	16%	?	0.1%	5	?	-5%	0%	2%	-2	-2%	1%[0.46 µM]
C/C(=N\NC(=O)c1ccc2c(c1)OCO2)c1ccc2c(c1)OCO2	0%	0%	-0.2%	3	-1%	-1%	0%	?	-2	2%	-1%
N#Cc1ccccc1NC(=O)COC(=O)c1ccc2c(c1)OCCO2	9%	-3%	-0.1%	0	9%	-4%	-1%	0%	2	12%	-5%
Cc1ccc(-c2cc(C(=O)N3CCN(c4ncccn4)CC3)c3ccccc3n2)cc1	7%	-2%	0.0%	-1	-12%	0%	-8%	2%	-20	4%	-4%
COc1ccc(OC)c(NC(=O)c2cnn(-c3ccccc3)c2C)c1	-2%	4%	0.0%	-3	-17%	-3%	-1%	6%	-2	0%	-1%
O=C1c2ccccc2C(=O)N1CCSc1nc2ccccc2c(=O)n1CCCN1CCOCC1	0%	0%	-1.0%	2	-29%	1%	1%	6%	2	4%	2%
CC(C)c1ccc(OCC(=O)N2CCc3ccccc3C2)cc1	-6%	-1%	-0.6%	-2	?	-1%	-5%	?	5	.	1%
CCc1ccc(N(CC(=O)NCC2CCCO2)C(=O)CCC(=O)Nc2nccs2)cc1 (stereo unspecified)	-30%	0%	-0.4%	3	.	-2%	2%	5%	5	5%	.
CCC(=O)Oc1ccc(C2NC(=O)c3ccccc3O2)cc1OC (stereo unspecified)	5%	3%	-0.6%	-3	-21%	-6%	0%	1%	-3	-2%	1%
Cc1c(Cl)cccc1N1C(=O)C2ON(c3ccccc3)C(c3cccnc3)C2C1=O (stereo unspecified)	-13%	2%	-3.3%	2	0%	-3%	-5%	0%	11	2%	0%
CCC(=O)N1CCN(c2ccc(NC(=O)c3ccc(-c4ccccc4)cc3)cc2)CC1	.	-1%	0.0%	-1	0%	.	.	?	.	0%	6%
Cc1cccc(NC(=O)CNC(=O)CN2C(=O)NC3(CCc4ccccc43)C2=O)c1C (stereo unspecified)	1%	-8%	0.3%	.	.	-1%	3%	1%	3	.	.
COC(C[C@H](O)[C@@H](C)[C@H](O)COCc1ccccc1)OC	24%	-2%	-0.3%	-3	.	4%	5%	5%	3	-1%	5%
C(=N\n1cnnc1)/c1ccc(OC2CSC2)cc1	13%	0%	0.4%	2	-16%	-12%	1%	-1%	-16	8%	-3%
CCN1CCN(C(=O)c2ccc3c(c2)S(=O)(=O)c2ccccc2C3=O)CC1	16%	2%	-0.1%	2	0%	-8%	3%	?	-2	-3%	7%
CC(C)Nc1nc(Cl)nc(NCCOc2ccccc2)n1	-7%	0%	-0.7%	0	11%	-4%	-1%	21%	-5	0%	-7%
Cc1cc(C)cc(N(C(=O)c2sc(C)nc2C)C(C(=O)NCc2ccco2)c2ccccc2)c1 (stereo unspecified)	-14%	-8%	-0.4%	-1	-23%	-2%	3%	-7%	-8	0%	2%
O=C(Nc1ccc2oc(-c3ccncc3)nc2c1)c1c(F)c(F)c(F)c(F)c1F	24%	14%	-0.3%	0	3%	1%	6%	?	-9	2%	0%
CC(=O)c1cc(F)c(N2CCN(C(=O)COc3ccccc3F)CC2)cc1C	-11%	0%	-1.1%	0	-16%	2%	0%	?	10	-2%	-2%
COc1ccccc1CC(=O)N(CCC#N)CCC#N	1%	-2%	0.3%	1	-3%	-6%	18%	-2%	1	0%	-2%
Cc1ccc(S(=O)(=O)NCc2ccc(C(=O)N3CCN(c4ccccn4)CC3)cc2)cc1	-2%	-1%	0.4%	0	-1%	-8%	-1%	6%	4	-1%	2%
CCOC(=O)C1CCN(C(=O)/C=C/c2ccccc2)CC1	8%	1%	-0.1%	1	0%	-2%	6%	?	-29	13%	8%
O=C(NC1CCCCC1)C1(c2ccccc2)CC1(Cl)Cl (stereo unspecified)	3%	-1%	?	4	4%	-2%	-1%	-1%	-26	0%	-2%
O=C(NCc1cccc(C(F)(F)F)c1)C1CCN(c2ncccn2)CC1	12%	-2%	0.3%	2	-3%	-1%	8%	0%	-3	7%	-5%
CC(C)c1ccc(C2CC(=O)c3cnc(NC(=O)c4ccco4)nc3C2)cc1 (stereo unspecified)	-26%	-5%	-1.1%	0	-18%	-3%	-9%	-2%	-14	1%	-3%
CCc1nc2nc(C)c(NS(=O)(=O)c3ccc(CC(C)C)cc3)c(=O)n2[nH]1	1%	-6%	-0.1%	0	9%	-10%	0%	6%	-1	-1%	-6%
O=C(Cn1cc(C(F)(F)F)cc(Cl)c1=O)NCc1ccc(F)cc1	0%	2%	0.5%	3	1%	0%	-6%	-4%	7	7%	.
CCN1CCN(CCCNC(=O)c2cc3c(=O)oc4ccc(C)cc4c3s2)CC1	?	1%	-0.7%	.	.	-8%	-2%	10%	0	3%	.
CCN1CCN(C(c2cccs2)C(C)NC(=O)C(=O)N2CCCCC2)CC1 (stereo unspecified)	11%	-4%	-0.2%	.	.	1%	-1%	-9%	-2	7%	.
Cc1ccc(N2CC(C(=O)NCCN3CCOCC3)CC2=O)cc1 (stereo unspecified)	-17%	5%	2.7%	-3	11%	0%	-2%	8%	3	-2%	-7%
COc1ccc(Nc2nc(-c3c[nH]c4ccccc34)cs2)cc1	2%	-1%	-0.3%	-6	?	-5%	3%	?	-3	0%	-4%
C/C(=N\NC(N)=O)C1CC(CC(C)C)C(=O)O1 (stereo unspecified)	-25%	-6%	-0.1%	2	3%	-2%	2%	8%	-19	9%	1%
O=C(CCS(=O)(=O)c1ccc(Cl)cc1)N1CCN(S(=O)(=O)c2cccs2)CC1	13%	0%	0.3%	-1	8%	-1%	2%	?	-3	1%	?

These rows are one share of the data; rates above refer to the full screens.
